Screening results from PubChem.
PTAP TSG101 blk = blocks PTAP/TSG101 interaction to inhibit HIV-1 budding | Q99816 | Fluorescence polarization, FITC-PTAP peptide / Tsg101 binding | Potency, µM (doses to about 115 µM), for the others: at the top dose activity change, negative = inhibition, most hits filed as inhibitors | 340,000 tested, under 10 active; active = well fitted inhibition curve with a large enough effect in the main read-out, with a control signal flat, not every such curve was filed as active; inconclusive = small, poorly fitted or top-dose-only effect, or effect the other way, or a change in a side signal; inactive = no such curve, though single readings can be large or run the other way; also: potency is read from the fitted curve at half-maximal effect; % of control where 0% means no effect
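Tsg101 binding domain (10 uM final) was mixed with compound and a FITC-labeled PTAP peptide (50 nM final) in HEPES pH 7.5 buffer with NaCl, Tween 20, EDTA and TCEP; fluorescence polarization was read after 20 min at r.t.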
Eya2 phos inh = inhibitors of human Eya2 phosphatase activity; O00167; 330,000 compounds, 0.006% hits; Potency, µM (top dose mostly 76.9 µM), for inactives: top-dose activity, negative = inhibition, most hits filed as inhibitors; recombinant Eya2, OMFP fluorescence dephosphorylation (OMFP is methylfluorescein phosphate); also: potency is read from the fitted curve at half-maximal effect; % is scaled to controls: 0 for no effect and ±100 for the full control effect
Target sequence (O00167 whole entry, looked up): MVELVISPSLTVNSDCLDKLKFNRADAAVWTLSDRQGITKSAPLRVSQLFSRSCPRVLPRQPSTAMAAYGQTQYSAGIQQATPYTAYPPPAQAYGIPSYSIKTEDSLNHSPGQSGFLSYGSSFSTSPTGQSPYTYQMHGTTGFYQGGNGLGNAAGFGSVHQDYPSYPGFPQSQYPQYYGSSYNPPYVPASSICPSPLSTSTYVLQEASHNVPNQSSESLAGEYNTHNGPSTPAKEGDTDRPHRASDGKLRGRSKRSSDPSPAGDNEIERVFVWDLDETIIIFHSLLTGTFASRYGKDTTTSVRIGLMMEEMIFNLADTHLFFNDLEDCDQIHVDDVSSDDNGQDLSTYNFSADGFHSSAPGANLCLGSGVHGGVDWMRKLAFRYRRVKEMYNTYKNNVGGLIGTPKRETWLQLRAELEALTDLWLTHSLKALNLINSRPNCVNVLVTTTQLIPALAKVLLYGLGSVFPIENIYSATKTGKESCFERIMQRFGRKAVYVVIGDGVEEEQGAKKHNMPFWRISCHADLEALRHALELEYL
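Eya2 (0.2 uM) preincubated 10 min at ambient with compound, then OMFP substrate added at 50 uM; 10 min reaction in 50 mM HEPES pH 7.5, 50 mM NaCl, 5 uM MgCl2, 0.05% BSA, 1 mM DTT. Fluorescence read at Ex 485/Em 525 nm.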
ASM inhibitor = blocks human secretory acid sphingomyelinase; P17405; placental ASM, HMU-PC fluorogenic substrate, 60 min; Potency, µM (titrated, usually from 57.5 µM), inactives show at the highest dose activity change, negative = inhibition, actives largely listed as inhibitors; 340,000 compounds, 0.006% hits; AID 504937; also: potency is read from the fitted curve at half-maximal effect
Target sequence (P17405 47-631 limits assumed): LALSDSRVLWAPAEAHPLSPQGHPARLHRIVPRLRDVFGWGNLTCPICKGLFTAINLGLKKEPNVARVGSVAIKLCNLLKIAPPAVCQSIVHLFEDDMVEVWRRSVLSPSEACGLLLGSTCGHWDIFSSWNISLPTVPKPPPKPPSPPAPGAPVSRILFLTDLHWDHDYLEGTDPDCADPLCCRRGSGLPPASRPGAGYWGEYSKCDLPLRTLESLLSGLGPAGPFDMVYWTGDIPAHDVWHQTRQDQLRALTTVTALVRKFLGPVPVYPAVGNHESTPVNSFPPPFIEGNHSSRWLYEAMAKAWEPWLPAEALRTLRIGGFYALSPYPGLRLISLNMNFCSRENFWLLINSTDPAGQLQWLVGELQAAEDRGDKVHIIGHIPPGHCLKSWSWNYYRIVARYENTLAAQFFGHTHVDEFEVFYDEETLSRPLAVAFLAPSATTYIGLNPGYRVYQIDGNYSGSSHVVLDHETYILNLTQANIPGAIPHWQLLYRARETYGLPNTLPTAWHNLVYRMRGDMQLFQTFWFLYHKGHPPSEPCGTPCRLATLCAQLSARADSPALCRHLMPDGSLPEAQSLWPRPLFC
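Steps: dispense placental human ASM, pin compound, wait 10 min at room temperature, add HMU-PC0 substrate at 9 uM final, incubate 60 min at 37 °C, add stop solution raising pH to 10, read fluorescence.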
a7 integrin act = integrin-mediated muscular dystrophy alleviation activation | alpha7betagal myoblasts, beta-gal FDG fluorescence, 48 h | Potency, µM (series often up to 38.3 µM), for the others: at the top dose activation, hits mostly activators | 350,000 compounds, 0.064% hits | AID 624291;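 also: potency is read from the fitted curve at half-maximal effect; 100% = response of the positive control SU9516; nearly all actives have a fitted effect of over 60% in size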
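Alpha7betagal+/- myoblasts (passage 13) were plated 16-24 hr, then exposed to compounds (1:260 dilution of DMSO stock) for 48 hours at 37C. After MPER lysis, β-galactosidase reporter activity was read as FDG fluorescence (ex 480/em 540) after 30 minutes.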
BRCA1 expr act = BRCA1 expression activation; 380,000 compounds, 1.1% hits; MCF7-BRCA1-FFLuc reporter, luminescence, 48 h; response scale: scaled: vehicle 0%, 10 µM genistein 100%; Potency, µM (series often up to 46.1 µM), inactives show at the top dose activation, hits mostly activators; also: potency is read from the fitted curve at half-maximal effect; nearly all actives have a fitted effect of over 80% in size; some results filed as inactive show a strong effect at the top dose
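Using MCF7 cells harboring a BRCA1 firefly luciferase reporter, plated 2 h before compound pinning, the screen measured luminescence after 48 h incubation. Responses were normalized to DMSO and 10 microM genistein, then fitted for concentration-effect.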
USP2a block = inhibitors of human ubiquitin-specific protease USP2a | USP2 core, Ub-CHOP2 coupled fluorogenic reporter, 485/531 | 330,000 compounds, 0.01% hits | O75604 | Potency, µM (highest dose often 38.3 µM), for inactives: at the top dose activity change, negative = inhibition, usual class: inhibitors;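 also: potency is read from the fitted curve at half-maximal effect; plate controls were DMSO wells for no effect and full inhibition by NEM control for full effect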
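Cell-free coupled assay: 10nM USP2 core preincubated 30min RT with compound in Tris-HCl pH 8.0/CaCl2/CHAPS buffer, then 25nM Ub-CHOP2 and 25nM reporter substrate; fluorescence (Ex 485/Em 531) read after 60min RT, normalized to NEM inhibition, concentration-response curves fitted.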
ELG1 genotoxic = inducers of genotoxicity in HEK293T ELG1-luciferase cells | 330,000 compounds, 1.3% hits | Potency, µM (titrated, usually from 46 µM), without a hit: top-dose activity change, positive = activation, usual class: activators | HEK293T ELG1-luciferase reporter, luminescence, 16 h; also: potency is read from the fitted curve at half-maximal effect; % of control where 0% means no effect; nearly all actives have a fitted effect of over 60% in size
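HEK293T cells expressing luciferase-tagged ELG1 were exposed to compound or DMSO vehicle for 16 hr at 37 °C and 5% CO2. Luciferase activity was then measured with ONE-Glo after 30 min at room temperature.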
B2AR arrestin = beta2AR (human) beta-arrestin recruitment activity; P07550; beta-arrestin recruitment to beta2AR, cell-based reporter; Potency, µM (doses to about 46.1 µM), for inactives: at the top dose activation, actives largely listed as activators; 330,000 compounds, 0.02% hits;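 also: potency is read from the fitted curve at half-maximal effect; 0% = DMSO controls and full agonism = EC100 isoproterenol or metaproterenol; nearly all actives have a fitted effect of over 65% in size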
p53 reactivator = mutant p53 re-activation in reporter cells; H1299 p53-A138V BP100-luciferase reporter, luminescence, 24 h; Potency, µM (highest dose often 92.2 µM), for the others: at the highest dose activity change, positive = activation, most hits filed as activators; 320,000 compounds, 0.063% hits; AID 504706; also: potency is read from the fitted curve at half-maximal effect; % of control where 0% means no effect; nearly all actives have a fitted effect of over 45% in size
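H1299 (p53-null), stable ts p53-A138V + BP100-Luc; 1000 cells/well, Opti-MEM/10% FBS; cpd 4 pt, 1:5; 24 h, 37 deg C, 5% CO2; detection reagent 10 min RT; luminescence.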
TRPV1 ag = human TRPV1 agonism. Q8NER1. TRPV1-expressing cells, Fluo-8 calcium influx, agonist mode. activation, % at 8.33 µM. 320,000 compounds, 0.19% hits. AID 540275; in the data active = activation above about 80%; inconclusive = between about 30% and that limit; also: 0% is about no effect
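Fluo-8 calcium influx in TRPV1-expressing cells, kinetic read (ex 480/em 520 nm). Compound added and read 3 min for agonist activity, followed by capsaicin at EC20 final and 2 min further read for enhancement.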
uPA generation = inhibitors of cell surface uPA generation | AID 540303 | Potency, µM (doses to about 38.3 µM), without a hit: top-dose activity change, negative = inhibition, most hits filed as inhibitors | cell surface uPA generation assay, qHTS | 330,000 compounds, 0.31% hits; active = well fitted inhibition curve with a large enough effect; inconclusive = small, poorly fitted or top-dose-only effect; inactive = no such curve, though single readings can be large or run the other way; tested in mouse RAW 264.7 cells; also: potency is read from the fitted curve at half-maximal effect; % is scaled to controls: 0 for no effect and ±100 for the full control effect; nearly all actives have a fitted effect of over 55% in size
* = called active by the depositor; ? = inconclusive; nt = no result given; [ ] = another dose, or the depositor's remark. Unless noted, calls follow the shape of the dose curve; as a rule, active = well fitted curve in the direction sought with a large enough effect; inconclusive = small, poorly fitted or top-dose-only effect, or another doubt; inactive = no such curve, though single readings can be large; an effect the other way counts as inactive or inconclusive.

SMILES	PTAP TSG101 blk	Eya2 phos inh	ASM inhibitor	a7 integrin act	BRCA1 expr act	USP2a block	ELG1 genotoxic	B2AR arrestin	p53 reactivator	TRPV1 ag	uPA generation
CC(=O)N1CC(C)Sc2ccc(S(=O)(=O)NCCc3ccc(C)cc3)cc21 (stereo not drawn)	-7%	1%	-2%	-37%	-5%	-4%	-4%	-0.4%	8%	14	-7%
O=C(Nc1ccc(S(=O)(=O)N2CCCC2)cc1)c1cc(=O)c2ccccc2o1	1%	6%	-4%	9%	10%	-4%	-5%	-0.1%	14%	?	4%
CCCOc1ccc(Br)cc1/C=N/O	-5%	nt	-5%	13%	-17%	nt	nt	nt	nt	3	-4%
Oc1ccc(N=Nc2ccccc2)o1	-1%	-9%	2%	-72%[inhibitor]	-60%	1%	8%	0.4%	?	3	6.3µM*
COc1ccc(NC(=O)c2ccc([N+](=O)[O-])cc2[N+](=O)[O-])c(OC)c1	2%	-2%	-3%	-4%	-40%	3%	-2%	0.1%	-6%	0	-8%
Cc1c(NS(=O)(=O)c2ccccc2F)c(=O)n(-c2ccccc2)n1C	0%	18%	-2%	10%	16%	2%	-1%	0.3%	12%	-2	-1%
COc1ccc(N2CCN(C(CNC(=O)c3ccc4c(c3)OCO4)c3cccnc3)CC2)cc1 (stereo not drawn)	-6%	-8%	3%	-15%	15%	0%	-1%	-0.2%	-2%	2	2%
c1ccc(Nc2nn[nH]n2)cc1	0%	6%	-2%	-5%	18%	-1%	0%	-0.2%	1%	-4	-4%
CN(C(=O)Cn1nnc(-c2cccnc2)n1)C1CCCCC1	2%	?	0%	-16%	5%	1%	0%	2.9%	3%	2	10%
CCn1c(CCNC(=O)c2ccc(Cl)cc2)n[nH]c1=S	-1%	13%	6%	9%	-5%	-1%	1%	-0.1%	-6%	-2	5%
COc1ccccc1NC(=O)CCSc1nc(C)cs1	-3%	-8%	7%	-19%	-6%	1%	5%	-0.5%	nt	5	-4%
COc1ccc(NC(=O)c2cc(-c3cc(OC)c(OC)c(OC)c3)nc3ccccc23)cc1OC	-2%	1%	-19%	14%	-37%	-13%	-7%	0.0%	0%	-2	4%
CCNC(=S)N1CCc2cc(OC)c(OC)cc2C1COc1ccccc1OC (stereo not drawn)	-4%	6%	16%	-14%	-8%	2%	3%	0.3%	-6%	5	7%
O=c1c2ccccc2ncn1Cc1ccccc1	-3%	-4%	-1%	3%	36%	1%	-1%	3.5%	0%	nt	-1%
CCc1ccc(C(=O)C(C)OC(=O)c2nc3nc(C)cc(C)n3n2)cc1 (stereo not drawn)	-3%	-12%	3%	20%	7%	0%	2%	0.3%	7%	-3	-3%
COc1ccccc1/C=N/Nc1cc(N(C)C)nc(N(C)C)n1	-1%	-16%	-1%	-57%[inhibitor]	-58%	2%	-8%	0.1%	9%	12	4%
Cc1ccc2oc(C(=O)Nc3nnc(CC(C)C)s3)c(C)c2c1	0%	-1%	18%	39%	0%	2%	?	-0.9%	22%	1	-2%
CCCCNC(=O)N1CCc2[nH]c3ccccc3c2C1	-11%	0%	21%	2%	1%	9%	0%	-0.3%	-4%	7	-12%
O=C(CSc1nnc(CNC(=O)c2ccccc2F)o1)NCC1CCCO1 (stereo not drawn)	-5%	4%	-2%	0%	6%	1%	-4%	0.0%	1%	5	-7%
O=c1[nH]cnc(O)c1Nc1cccc(Cl)c1	-3%	nt	0%	13%	3%	nt	nt	nt	nt	nt	2%
COc1ccccc1NC(=O)C1CCN(S(=O)(=O)c2ccc3c(c2)NC(=O)CO3)CC1	-1%	-8%	-1%	15%	-23%	2%	2%	0.5%	-5%	2	2%
O=C(Cn1c(-c2cncs2)nc2ccccc21)NC1CCCC1	-7%	-2%	2%	-5%	18%	0%	-1%	-0.4%	2%	0	3%
COC(=O)CSC1=C(C#N)C(c2ccc(C)o2)CC(=O)N1 (stereo not drawn)	-4%	-1%	7%	15%	-24%	1%	5%	-0.3%	2%	-1	-16%
COc1cccc(C(C#N)N2CCCCC2)c1O (stereo not drawn)	-6%	10%	5%	-10%	-26%	-1%	0%	-0.4%	10%	-2	-5%

Record cards (already shown).
`O=C(Cn1c(-c2cncs2)nc2ccccc21)NC1CCCC1` is listed with PTAP TSG101 blk = -7%; Eya2 phos inh = -2%; ASM inhibitor = 2%; a7 integrin act = -5%; BRCA1 expr act = 18%; USP2a block = 0%; ELG1 genotoxic = -1%; B2AR arrestin = -0.4%; p53 reactivator = 2%; TRPV1 ag = 0; uPA generation = 3%
`COC(=O)CSC1=C(C#N)C(c2ccc(C)o2)CC(=O)N1` (stereo not drawn) is listed with PTAP TSG101 blk = -4%; Eya2 phos inh = -1%; ASM inhibitor = 7%; a7 integrin act = 15%; BRCA1 expr act = -24%; USP2a block = 1%; ELG1 genotoxic = 5%; B2AR arrestin = -0.3%; p53 reactivator = 2%; TRPV1 ag = -1; uPA generation = -16%

The list goes on.
SMILES	PTAP TSG101 blk	Eya2 phos inh	ASM inhibitor	a7 integrin act	BRCA1 expr act	USP2a block	ELG1 genotoxic	B2AR arrestin	p53 reactivator	TRPV1 ag	uPA generation
CCOC(=O)Cc1c(C)nc2c(-c3ccc(Cl)cc3)c(C)[nH]n2c1=O	-15%	2%	4%	-8%	-61%	-3%	-10%	0.2%	3%	-5	-10%
O=C1CN=C(Nc2ccccc2)N1Cc1cccs1	-3%	11%	2%	-32%	-2%	6%	7%	0.1%	-3%	4	5%
Cc1cccc(C)c1NS(=O)(=O)c1ccc(F)cc1	-3%	-3%	1%	12%	-3%	1%	0%	0.1%	-5%	5	-4%
COc1ccc(/C=C2\CCCC3C2=NC(=S)NC3c2ccc(OC)cc2)cc1 (stereo not drawn)	2%	5%	5%	-35%[inhibitor]	-3%	4%	-4%	-1.2%	-9%	-2	7%
C=C(C)Cc1c(C)nc(-c2ccccc2)[nH]c1=O	-4%	6%	1%	7%	9%	0%	2%	0.0%	17%	6	-1%
O=C(Nc1ccc(-c2nc3cc(Cl)ccc3c(=O)o2)cc1)c1ccco1	-1%	-7%	81%[activator]	1%	25%	0%	6%	-0.2%	-3%	0	-1%
O=C(Cc1ncc(C(F)(F)F)cc1Cl)N1CCN(c2ccc(F)cc2)CC1	-1%	11%	1%	4%	0%	2%	-8%	0.0%	-4%	25	-2%
C=CCn1c(C)c(C(C)=O)c(N2CCCC2)nc1=S	-4%	3%	4%	5%	45%	1%	0%	0.2%	1%	-2	-7%
CCc1ccc(-c2nc(CSCC(=O)NCCCN3CCCC3=O)c(C)o2)cc1	0%	6%	-2%	5%	-53%	-2%	-2%	-0.3%	-6%	0	nt
COc1cccc(C2/C(=C(\O)c3ccc4c(c3)OCO4)C(=O)C(=O)N2CCN(C)C)c1OC (stereo not drawn)	0%	0%	0%	18%	4%	-2%	5%	-1.0%	13%	-5	3%
Nc1nc(CCl)nc(Nc2ccc3ccccc3c2)n1	0%	1%	0%	-2%	-44%	3%	28%	2.7%	?	28	?
O=S(=O)(NCc1ccco1)c1ccc(S(=O)(=O)N2CCCCC2)cc1	-5%	7%	0%	7%	8%	1%	-2%	-1.0%	-4%	-1	nt
CCN(CC)C1CCN(C(=O)CCn2nnnc2CN2CCOCC2)C1 (stereo not drawn)	0%	10%	0%	8%	-16%	0%	1%	-0.2%	4%	0	8%
Cc1ccc(S(=O)(=O)N2CCC(C(=O)Nc3nnc(COc4ccccc4)s3)CC2)cc1	-1%	-6%	4%	32%	-18%	2%	-1%	-3.8%	-2%	-1	1%
FC(F)(F)C1=CC(c2ccccc2)=NCCN1	-4%	-4%	4%	-5%	0%	1%	-5%	0.3%	-17%	0	1%
O=C(NC1CCCC1)C(c1ccccc1)N(Cc1ccc(F)cc1)C(=O)c1csnn1 (stereo not drawn)	-6%	6%	-2%	21%	-20%	-8%	-14%	-0.8%	2%	-4	8%
Cc1cc(NC(=O)c2ccc(S(=O)(=O)N3CCCC3)cc2)nc2c1c(=O)oc1ccccc12	0%	4%	-2%	10%	2%	-1%	-1%	-0.7%	-1%	2	2%
CCO[C@@H]1OC(C(=O)O)=C[C@H](c2ccc3c(c2)OCO3)[C@H]1CCCO	-2%	-7%	5%	8%	11%	-2%	1%	0.4%	-1%	-3	11%
CCNC(=O)N1CCCC(C(=O)c2ccc(-c3ccccc3)cc2)C1 (stereo not drawn)	-2%	-4%	-3%	-22%	106%	1%	11%	-0.3%	nt	21	-8%
CC(C)(C)C(=O)NC1CCN(CC(=O)Nc2ccc3c(c2)OCO3)CC1	-11%	14%	4%	4%	21%	0%	2%	-0.1%	-2%	-2	-3%
